Bioassay records as filed in PubChem.
IAP activation: mouse intestinal phosphatase enzyme activation – biochemical, luminescence, single concentration, confirmation (AID 434970); purified mouse IAP, CDP-Star luminescence, 30 min; hits give low values; activity change, negative = activation, % at 10 µM; hit rate 2.9% among 11,000; in the data active = activity change below about -85%;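 also: percent relative to enzyme plus DMSO wells and wells without enzyme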
IAP activation Fold change: recorded beside IAP activation, whose call it bears; activation factor; measured here: IAP activation factor; hits give high values;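 fold luminescence change scaled to plate control wells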
Starred values were filed as active, the others as inactive. A portion of the library; count on the stated rates, not on these rows.

SMILES	IAP activation	IAP activation Fold change
Oc1cc2c(cc1O)C1c3ccc(O)c(O)c3OCC1(O)C2 (configuration not stated)	64	0.36
